From PubChem BioAssay
GIRK2 activator: activators of NPY4-receptor-primed GIRK2 channels, summary, cell-based, HEK293, thallium flux | G protein-activated inward rectifier potassium channel 2 (Homo sapiens), P48051 | HEK293 GIRK2/NPY4 cells, thallium flux fluorescence | activation (% efficacy), % for hits at 37.5 µM | 34,000 tested, under 10 active;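 active = primary screen hit, no activity in plain HEK293 cells, and in GIRK2-only cells above 5% efficacy rising with concentration; inactive = the rest, including fluorescent compounds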;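 note: efficacy is normalized control-subtracted fluorescence 15 s after thallium addition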
Target sequence (P48051 whole entry, looked up): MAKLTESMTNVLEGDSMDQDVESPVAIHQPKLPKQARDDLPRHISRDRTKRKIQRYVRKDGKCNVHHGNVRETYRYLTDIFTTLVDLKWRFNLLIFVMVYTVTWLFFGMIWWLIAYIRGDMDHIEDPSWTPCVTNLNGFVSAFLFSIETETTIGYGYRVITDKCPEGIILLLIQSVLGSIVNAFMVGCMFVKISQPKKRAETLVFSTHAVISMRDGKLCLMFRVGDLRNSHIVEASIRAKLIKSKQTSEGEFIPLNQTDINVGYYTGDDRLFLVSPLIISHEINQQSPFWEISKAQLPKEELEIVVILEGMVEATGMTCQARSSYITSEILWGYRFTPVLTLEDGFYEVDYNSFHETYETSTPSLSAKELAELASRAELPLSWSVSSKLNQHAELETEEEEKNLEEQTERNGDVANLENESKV
Calls only; i = inactive. These rows are one share of the data. The share of hits here may be higher or lower than overall.

Molecule	GIRK2 activator
O=C(NCCc1c[nH]c2ccccc12)C(=O)Nc1ccc(F)c([N+](=O)[O-])c1	i
Cc1cccc(Nc2nnc(CC(=O)Nc3ccc(C)cc3Cl)s2)c1	i
Cc1ccc(-n2ncc3c(=O)n(NC(=O)C4CCCC4)cnc32)cc1	i
Cc1cc(=O)n2c(-c3cccc(NS(=O)(=O)c4cccs4)c3)csc2n1	i
CC(C)(C)C(=O)Cn1c(=O)n(CC(=O)NCCc2ccccc2)c(=O)c2sccc21	i
COC(=O)Cn1c(=O)c2c(nc(-n3nc(C)cc3C)n2Cc2cccc(C)c2)n(C)c1=O	i
NC(=O)C1CCN(C(=O)Cc2cc(-c3cc4ccccc4o3)on2)CC1	i
O=C(Nc1noc2ncccc12)C(c1ccccc1)c1ccccc1	i
CC(=O)N1CCN(S(=O)(=O)c2ccc(C(=O)NC3CCCC3)cc2)CC1	i
COc1ccc(S(=O)(=O)Nc2cc3c4c(c2)CCN4C(=O)CC3)cc1	i
O=S(=O)(NCC(O)Cc1ccccc1)c1ccc(Br)cc1 (configuration not stated)	i
COc1cc(N2CCN(C(=O)C3CCC(=O)N3)CC2)nc(C)n1 (configuration not stated)	i
CN(C)c1ccc(N2CCN(C(=O)c3ccc(S(N)(=O)=O)cc3)CC2)nn1	i
Cn1cccc1C(CNS(=O)(=O)c1ccc2c(c1)OCCO2)N1CCOCC1 (configuration not stated)	i
CC(C)(C)n1nc2c(c1-n1cccc1)CN(C(=O)Cc1noc3ccccc13)C2	i
CC(=O)N1CCc2c(sc(NC(=O)c3cc(C)n(C(C)C)n3)c2C#N)C1	i
CCOc1ccc(N2C(=O)N(CC(=O)NCCC(C)C)c3ccccc3S2(=O)=O)cc1	i
Cc1cccc(-c2cc(C(=O)O)c3[nH]c(C)nc3n2)c1	i
O=C(NCC1CCN(C(=O)c2cc3ccccc3o2)CC1)c1ccc(Br)o1	i
O=C(Cn1cnc2c(sc3cccc(Cl)c32)c1=O)Nc1ccccc1C(F)(F)F	i

Additional compounds:
Molecule	GIRK2 activator
COC(=O)Nc1nc(CC(=O)NCCc2ccc(S(N)(=O)=O)cc2)cs1	i
O=C(CCCS(=O)(=O)c1ccccc1)Nc1nc(-c2cccc([N+](=O)[O-])c2)cs1	i
CCOc1ccc(OCCNC(=O)c2c(F)cccc2F)cc1	i
Cc1cc(NC(=O)C(=O)NCCC(O)c2ccco2)no1 (configuration not stated)	i
COc1cccc(-c2cc(C(=O)N3CCCN(CCn4cccn4)CC3)[nH]n2)c1	i
Cc1cc(OCC(=O)N2CCN(c3ccc4nncn4n3)CC2)ccc1Cl	i
O=C(NCCNc1ccc(Nc2ccncc2)nn1)c1cccc(Cl)c1	i
O=C(Cc1ccc(Cl)cc1)NCC1CCN(Cc2cccs2)CC1	i
COCCSc1nnc(-c2cn(C)nc2OC)n1C	i
CCc1cccc(CC)c1NC(=O)c1cccs1	i
O=C(NCCn1nc(-c2ccc(F)cc2)ccc1=O)Nc1cccs1	i
O=C(Nc1cccc(N2CCCCC2=O)c1)c1ccc(Cl)c(Cl)c1	i
CC1CCN(C(=O)CSc2ccc(NC(=O)c3ccco3)nn2)CC1	i
COc1cccc(OCC(=O)Nc2ccc3c(c2)N(C(=O)C2CCCC2)CC3)c1	i
CNC(=O)c1nsc(C(=O)NCc2ccc(OC)cc2)c1N	i
COc1ccc(C)c2sc(NC(=O)c3cc(C)no3)nc12	i
COc1ccc(NC(=O)C(C)N2C(=O)c3ccccc3S2(=O)=O)cc1OC (configuration not stated)	i
Cn1nc(-c2cccc(NC(=O)c3ccc(S(=O)(=O)N4CCOCC4)cc3)c2)ccc1=O	i
O=C(CN1CCN(S(=O)(=O)N2CCCCCC2)CC1)Nc1ccc(F)cc1	i
O=C(CCCn1nc(-c2ccc(Cl)cc2)ccc1=O)Nc1cccc(C(F)(F)F)c1	i

Remaining list, next part:
Molecule	GIRK2 activator
CC1(C)Cc2cccc(OCCCS(=O)(=O)N3CCCC3)c2O1	i
CCN1C(=O)C(C)(C)COc2cc(NC(=O)c3ccsc3)ccc21	i
COc1cc(OC)cc(-c2noc(Cn3ccn4nc(-c5ccc(F)cc5)cc4c3=O)n2)c1	i
Cc1ccccc1-c1ccc(N2CCN(C(=O)Cc3ccc(F)cc3)CC2)nn1	i
O=C(CCCn1nc(-c2ccc(F)cc2)ccc1=O)Nc1cc(Cl)ccc1Cl	i
CC(C)NC(=O)C(=O)NCCN1CCN(c2ccc(Cl)cc2)CC1	i
O=S(=O)(NCCC(O)c1cccs1)c1ccc(Br)s1 (configuration not stated)	i
CS(=O)(=O)N1CCCC(C(=O)Nc2nc3c(Cl)ccc(Cl)c3s2)C1 (configuration not stated)	i
CCn1ccc(C(=O)Nc2nc(-c3ccc(OC)c(C)c3)cs2)n1	i
COc1ccc(N(C)S(=O)(=O)c2ccsc2-c2nc(-c3ccc(C)cc3)no2)cc1OC	i
Cc1ccc(-c2ccc(=O)n(CCNC(=O)Nc3cccc(C)c3)n2)cc1	i
COc1ccc(Cl)cc1NC(=O)C(=O)NCC(c1cccs1)N(C)C (configuration not stated)	i
COc1ccc(CNC(=O)Cc2cc(-c3ccc(OC)cc3)on2)cc1	i
CSc1ccc(-c2noc(-c3cn[nH]c3-c3ccccc3)n2)cc1	i
O=C(CSC1=Nc2cccnc2Nc2ccccc21)Nc1ccc(C(F)(F)F)cc1	i
O=C(Nc1cc2ccccc2oc1=O)C1COCC(=O)N1Cc1ccccc1 (configuration not stated)	i
CCS(=O)(=O)NCC1CCN(Cc2ccsc2)CC1	i
Cc1ccc(NS(=O)(=O)c2ccccc2[N+](=O)[O-])cc1N1CCCC1=O	i
CC(=O)c1cccc(NC(=O)C2CCCN(c3ccc(-n4ccnc4)nn3)C2)c1 (configuration not stated)	i
CC(=O)Nc1ccc(NC(=O)C(=O)NCCN2CCN(c3ccc(Cl)cc3)CC2)cc1	i

The list goes on.
Molecule	GIRK2 activator
COc1cc(COCC2CCN(C(=O)Cc3cccc(C)c3)CC2)cc(OC)c1	i
O=C(Nc1ccc(Cl)cc1)NC1CCCC(O)C1 (configuration not stated)	i
Cc1cccc(CC(=O)NCC2CCN(C(=O)NC(C)(C)C)CC2)c1	i
CCC(=O)Nc1ccc(S(=O)(=O)NC(C)(C)C)cc1	i
O=C(CNc1ccco1)Nc1ncc(Cc2cccc(Cl)c2Cl)s1	i
COc1ccc(-c2c(C)nn3c(NCc4ccccc4)cc(C)nc23)cc1OC	i
CCCn1c(=O)c2sc(N3CCCC3)nc2n(CC(=O)Nc2ccccc2C(=O)OCC)c1=O	i
N#Cc1ccc(Cl)cc1NC(=O)C(=O)NCC1CCN(c2cnccn2)CC1	i
CC(=O)NC1=NN(C(C)=O)C2(S1)C(=O)N(CCC(C)C)c1ccc(Cl)cc12 (configuration not stated)	i
COc1ccc(N(Cc2cccc(C)c2)S(=O)(=O)c2ccc3nncn3c2)cc1	i
COc1ccc2sc(N(CCN3CCOCC3)C(=O)c3ccc4c(c3)OCCO4)nc2c1	i
CC(=O)Nc1ccc(NC(=O)Cn2nc(-c3ccco3)ccc2=O)cc1	i
O=C(Cn1nc(C(=O)Nc2ccccc2)ccc1=O)Nc1ccc2c(c1)OCCO2	i
Cc1cc(NC(=O)c2ccc(OC(C)C)cc2)ccc1N1CCCCC1=O	i
Cc1c(Cl)cccc1S(=O)(=O)N1CCN(S(=O)(=O)C2CC2)CC1	i
Cc1cccc(N2CC(c3nc4ccccc4n3CC(=O)N3CCOCC3)CC2=O)c1 (configuration not stated)	i
Cc1nnc(NC(=O)c2ccc(S(=O)(=O)N3CCCC3)cc2)s1	i
O=C(NCCOc1ccc2nnc(-c3ccccc3)n2n1)NC1CCCCC1	i
COc1ccc(Cl)cc1C(=O)N(Cc1cccn1C)C1CC1	i
CC(C)c1ccc(NC(=O)Cn2nc3c4cc(F)ccc4ncn3c2=O)cc1	i

An excerpt from above in order of formula weight, rising:
Molecule	GIRK2 activator
COc1ccc(Cl)cc1C(=O)N(Cc1cccn1C)C1CC1	i
Cc1c(Cl)cccc1S(=O)(=O)N1CCN(S(=O)(=O)C2CC2)CC1	i
O=C(CNc1ccco1)Nc1ncc(Cc2cccc(Cl)c2Cl)s1	i
N#Cc1ccc(Cl)cc1NC(=O)C(=O)NCC1CCN(c2cnccn2)CC1	i
O=C(Cn1nc(C(=O)Nc2ccccc2)ccc1=O)Nc1ccc2c(c1)OCCO2	i

Next entries follow:
Molecule	GIRK2 activator
CN1CCN(C(CNC(=O)c2cnccn2)c2ccc(F)cc2)CC1 (configuration not stated)	i
Cc1ccc2nc(C)c(NC(=O)C(C)Oc3ccc4c(c3)OCO4)c(=O)n2c1 (configuration not stated)	i
CC(C)NC(=O)C1C(C=C(Cl)Cl)C1(C)C (configuration not stated)	i
N#Cc1ccc(-c2csc(NC(=O)c3ccno3)n2)cc1	i
CC(C)(C)c1cc(NC(=O)C2COCC(=O)N2Cc2ccccc2)on1 (configuration not stated)	i
CCN(c1ccccc1)C1SC(=O)N(c2ccccc2C)C1=O (configuration not stated)	i
CC(C)CCNC(=O)c1ccc(C2Nc3cc(C(F)(F)F)ccc3S(=O)(=O)N2)cc1 (configuration not stated)	i
O=C(c1cnn2ccccc12)N1CCN(S(=O)(=O)c2cccnc2)CC1	i
COC(=O)c1ccc(NC(=O)C(=O)NCC2CCN(C(=O)c3cccnc3SC)CC2)cc1	i
O=C(Cc1csc(NC(=O)c2ccc(=O)[nH]c2)n1)Nc1ccc2c(c1)OCO2	i
CCN(CC)S(=O)(=O)c1ccc(C(=O)Nc2nnc(-c3ccc(C)c(C)c3)o2)cc1	i
COc1ccc(S(=O)(=O)Nc2nc(C(=O)NCCc3cccc(OC)c3)cs2)cc1	i
COC(=O)CCc1c(C)nn(-c2nc(C)cc(=O)[nH]2)c1C	i
CC(C)c1nnc(C2CCN(C(=O)CNC(=O)c3ccccc3)CC2)o1	i
CS(=O)(=O)N1CCN(CCNC(=O)Cc2c(F)cccc2Cl)CC1	i
Cc1ccc(C(O)=C2C(=O)C(=O)N(CCCN3CCOCC3)C2c2ccccn2)cc1 (configuration not stated)	i
O=C(NCc1n[nH]c(=O)c2ccccc12)C1(c2ccccc2)CCOCC1	i
O=C(NCCCN1CCCC1=O)C(=O)Nc1ccc(F)cc1F	i
O=C(NC1CCCc2ccccc21)C1CCC(Cn2c(=S)[nH]c3ccccc3c2=O)CC1 (configuration not stated)	i
O=C(c1ccc(S(=O)(=O)N2CCOCC2)o1)N1CCC(O)CC1	i

(further entries)
Molecule	GIRK2 activator
O=C(c1ccccc1F)N1CCCN(CCn2cccn2)CC1	i
COCCNC(=O)C(=O)NCCCN1CCCC1=O	i
COc1cn(CC(=O)Nc2ccc(Cl)cc2)c(CSc2ccc(F)cc2)cc1=O	i
O=C(CSc1ccc(F)cc1)Nc1ccc2c(c1)CN(C(=O)c1ccco1)CC2	i
C=CCn1c(SCc2csc(C)n2)nc2sc3c(c2c1=O)CCCC3	i
CCN(C(=O)Cn1c(CNC(=O)c2ccco2)nc2ccccc21)c1ccccc1	i
NC(=O)C1CCN(c2oc(-c3cccs3)nc2S(=O)(=O)c2ccccc2)CC1	i
COc1ccc(OC)c(NC(=O)NCCNc2ccc(Nc3ccncc3)nn2)c1	i
Cc1ccc(N2CCCS2(=O)=O)cc1NC(=O)NC(c1ccccc1)c1ccccc1	i
COc1ccc(C(CNS(=O)(=O)c2ccc(OC)c(C)c2)N2CCN(C)CC2)cc1 (configuration not stated)	i
Cc1cc(C)n(-c2cc(N3CCN(C(=O)Nc4ccc(Cl)c(C(F)(F)F)c4)CC3)ncn2)n1	i
O=C(Nc1ccccc1F)C1CN(c2nc3c(C(F)(F)F)cccc3s2)C1	i
O=C(NCCC12CC3CC(CC(C3)C1)C2)Nc1ccccc1	i
Cc1ccccc1NC(=O)Cn1c(Cc2ccccc2)nc2ccccc21	i
O=C(NCC1CCN(Cc2ccccn2)CC1)c1ccc(F)c(F)c1	i
O=C(/C=C/c1ccco1)NCCc1ccsc1	i
Cc1ccc(-n2nnc(C(=O)N(C)c3ccccc3)c2C)c(C)c1	i
Cc1ccc(S(=O)(=O)NCC(=O)Nc2ccc3c(c2)Cc2ccccc2-3)cc1	i
Cc1cccc(NC(=O)Cc2csc(SCC(=O)c3ccc4c(c3)OCO4)n2)c1	i
COc1cc(N2CCN(C(=O)c3cc(Cl)ccc3OC)CC2)nc(OC)n1	i

(cont.)
Molecule	GIRK2 activator
Cc1[nH]c(=O)[nH]c(=O)c1Cc1nnc(SCc2c(F)cccc2Cl)o1	i
COc1cn(CC(=O)Nc2c(C)cc(C)cc2C)c(CSc2ncccn2)cc1=O	i
O=C(COc1ccccc1[N+](=O)[O-])Nc1ccc2c(c1)OCO2	i
COc1ccc(-c2cc(=O)n(CC(=O)Nc3ncccc3C)cn2)cc1	i
COc1cccc(CNC(=O)CCc2csc(NS(=O)(=O)c3ccc(F)cc3)n2)c1	i
COc1ccccc1OCCCn1c(CNC(=O)c2ccco2)nc2ccccc21	i
CC1CCCCN1C(=O)CSc1nc(-c2ccccc2)[nH]c1S(=O)(=O)c1ccccc1 (configuration not stated)	i
CC(=O)Nc1sc(C)c(C)c1-c1nc2ccccc2s1	i
COc1ccc(-c2noc(CSc3nc4ccccc4c(=O)n3C(C)C)n2)cc1OC	i
COc1ccc(NC(=O)Nc2cccc(Oc3ccc(C)nn3)c2)c(OC)c1	i
O=C(Cn1c(=O)oc2ccccc21)N1CCC(c2cccs2)CC1	i
CCCCOc1ccc(NC(=O)Nc2ccc3c(c2)CC(=O)N3)cc1	i
O=C(NCC1CCN(C2CCCC2)CC1)C(=O)Nc1ccon1	i
